Bioassay records as filed in PubChem BioAssay.
PHOSPHO1 block: PubChem AID 1565 | Phosphoethanolamine/phosphocholine phosphatase (Homo sapiens), Q8TCT1 | recombinant PHOSPHO1, absorbance phosphatase assay | actives 1.1% (n = 290,000) | inhibition, % at 13.3 µM; in the data active means inhibition above about 60%
Target sequence (Q8TCT1 whole entry, looked up): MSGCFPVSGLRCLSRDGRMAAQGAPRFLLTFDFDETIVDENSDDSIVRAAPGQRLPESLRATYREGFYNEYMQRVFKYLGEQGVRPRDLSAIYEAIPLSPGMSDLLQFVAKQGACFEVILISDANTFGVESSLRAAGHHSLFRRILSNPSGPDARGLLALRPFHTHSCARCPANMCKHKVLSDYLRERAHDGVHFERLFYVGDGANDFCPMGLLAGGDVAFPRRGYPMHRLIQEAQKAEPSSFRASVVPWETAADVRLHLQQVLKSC
GalR3 antagonist: GalR3 antagonists in HEK293 cells, primary screen, cell-based, fluorescence readout. actives 0.44% (n = 360,000). HEK293 GalR3-CNG cAMP membrane potential fluorescence; galR3 body fused to GalR1 C-terminus. Galanin receptor type 3 (Homo sapiens), O60755. inhibition, % at 3 µM. AID 651719, 2012;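 active means inhibition above the screen-wide average plus 3 SD, cut at about 13% in these data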;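 further: forskolin and galanin both at EC90 stimulate the cells; cAMP rise reported by CNG channel membrane potential dye signal; 0% = forskolin plus galanin with DMSO and 100% = forskolin alone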
Target sequence (O60755 1-299 limits assumed): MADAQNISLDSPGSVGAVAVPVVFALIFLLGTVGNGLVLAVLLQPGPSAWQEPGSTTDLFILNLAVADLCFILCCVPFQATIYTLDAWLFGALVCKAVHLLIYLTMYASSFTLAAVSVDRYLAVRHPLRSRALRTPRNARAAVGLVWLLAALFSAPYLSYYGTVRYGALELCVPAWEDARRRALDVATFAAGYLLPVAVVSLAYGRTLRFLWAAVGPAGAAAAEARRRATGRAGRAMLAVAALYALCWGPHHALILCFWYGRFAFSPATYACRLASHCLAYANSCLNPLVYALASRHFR
OXTR ag: human OXTR agonists, primary screen, fluorescence, CHO-OTR cells, Fluo-8 calcium; activation, % at 3 µM; Fluo-8 calcium fluorescence; normalized: DMSO 0%, oxytocin 100%; Oxytocin receptor (Homo sapiens), P30559; AID 2435, 2010; actives 0.32% (n = 320,000);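 active means activation above the mean of all tested compounds plus 3 SD, cutoff set per screening run, cut at about 20% in these data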;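 further: peak over basal fluorescence ratio from a 100 s FLIPR kinetic read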
Target sequence (P30559 whole entry, looked up): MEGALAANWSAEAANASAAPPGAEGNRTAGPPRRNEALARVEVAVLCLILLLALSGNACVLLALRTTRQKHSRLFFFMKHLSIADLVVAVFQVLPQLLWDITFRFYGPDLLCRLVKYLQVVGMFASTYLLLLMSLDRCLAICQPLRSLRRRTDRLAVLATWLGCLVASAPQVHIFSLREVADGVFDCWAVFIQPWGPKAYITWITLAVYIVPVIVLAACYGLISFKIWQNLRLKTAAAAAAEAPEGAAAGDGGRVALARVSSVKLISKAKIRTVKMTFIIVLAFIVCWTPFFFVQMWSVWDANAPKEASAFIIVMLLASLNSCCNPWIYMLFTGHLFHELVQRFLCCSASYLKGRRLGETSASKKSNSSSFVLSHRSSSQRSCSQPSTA
HCV NS3 hel inh: inhibitors of HCV NS3 helicase, primary screen, biochemical, Cy5 molecular beacon fluorescence. NS3 helicase DNA unwinding. actives 0.56% (n = 290,000). inhibition, % at 10.9 µM. AID 1800, 2009;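 active means inhibition above the mean of all tested compounds plus 3 SD, set per campaign, cut at about 35% in these data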;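 further: 0% = DMSO wells and 100% = thioflavine S control wells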
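System: HCV NS3 helicase fragment; control set: DMSO and thioflavine S; technique: Cy5 fluorescence at 0 and 60 min, beacon hairpin quenching; reagent: beacon DNA duplex substrate plus ATP; replicates: singlicate; schedule: 1 h reaction at 25 °C, ATP-initiated; medium: MOPS buffer pH 6.5 with MgCl2, DTT, Tween20, BSA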
VIM-2 inh: VIM-2 metallo-beta-lactamase inhibitors, primary screen, biochemical, epi-absorbance readout, Pseudomonas aeruginosa enzyme. actives 0.89% (n = 290,000). purified VIM-2, nitrocefin hydrolysis, epi-absorbance fluorescence. inhibition, % at 5.6 µM;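 active means inhibition above the mean of all tested compounds plus 3 SD, cutoff set per screening run, cut at about 7.5% in these data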;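 further: red hydrolysis product quenches plate fluorescence so inhibitors raise well fluorescence; 0% = enzyme with DMSO and 100% = DMSO without enzyme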
IMP-1 inhibitor: IMP-1 metallo-beta-lactamase inhibitors, primary screen, biochemical, epi-absorbance readout, Pseudomonas aeruginosa enzyme. actives 0.45% (n = 290,000). inhibition, % at 5.6 µM. purified IMP-1, nitrocefin hydrolysis, epi-absorbance fluorescence. metallo-beta-lactamase IMP-1 (Pseudomonas aeruginosa);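 active means inhibition above the mean plus 3 SD of all compounds in the same screening run, cut at about 4.5% in these data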;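 further: 0% = IMP-1 with DMSO and 100% = DMSO wells lacking enzyme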
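System: purified IMP-1; amount: IMP-1 0.2 nM before substrate addition; compound: single dose, 5.6 µM; times: 25 °C, 15 min preincubation, 25 min reaction; signal: Epi-absorbance via hydrolysed-nitrocefin quenching of white-plate fluorescence, 480/530 nm, EDTA stop; benchmarks: DMSO with and without IMP-1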
V1aR counter: agonists of human V1a receptor, primary screen, counter-screen for OXTR agonist project, fluorescence, CHO-V1R cells | Fluo-8 calcium fluorescence, agonist mode; 0% DMSO, 100% 3 nM vasopressin | activation, % at 3 µM | actives 0.25% (n = 320,000);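 active means activation above the mean activation of all tested compounds plus 3 SD, per screening run, cut at about 20% in these data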;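 further: signal is peak over basal fluorescence ratio across a 100 second FLIPR read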
DNA FID counter: compounds displacing fluorescent DNA intercalator, primary screen, artefact control for HCV NS3 helicase inhibitor project, biochemical, FID fluorescence | DNA fluorescent intercalator displacement | inhibition, % at 7.9 µM | actives 0.17% (n = 290,000) | AID 1845, 2009; in the data active means inhibition above about 37%;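 further: 0% = vehicle and 100% = reference compound; higher means more ethidium bromide displaced from hairpin DNA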
GPR7 antagonist: GPR7 receptor antagonists, primary screen, cell-based, fluorescence, single concentration; AID 1861, 2009; Neuropeptides B/W receptor type 1 (Homo sapiens), P48145; inhibition, % at 4.4 µM; actives 1.1% (n = 290,000); GPR7-expressing cells, fluorescence antagonist assay; in the data active means inhibition above about 16%, passing the limit was not always enough;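 further: cells stimulated with the agonist NPW; 0% = agonist with vehicle and 100% = vehicle without agonist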
Numbers without * were called inactive; . = not tested or not shown.

Values run as follows: PHOSPHO1 block	GalR3 antagonist	OXTR ag	HCV NS3 hel inh	VIM-2 inh	IMP-1 inhibitor	V1aR counter	DNA FID counter	GPR7 antagonist
> O=C(NC(Cc1ccccc1)C(=O)O)/C(=C/c1ccccc1)NC(=O)c1ccc(Br)o1 (stereo unspecified)
 : 12	-9	-0.2	19	-4.0	-3.7	1.3	-35	-3
> N#C/C(C(=O)c1ccccc1)=C1/SC=C(N)N1c1ccccc1
 : -7	.	.	6	-2.1	-1.6	.	-5	1
> COc1ccccc1C(=O)N/N=C(\C)CC(=O)Nc1ccc(Nc2ccccc2)cc1
 : 28	-9	-0.1	-11	0.7	-2.8	0.8	-17	-6
> C=CCOc1ccn(C)c(=O)n1
 : -10	-9	0.0	-1	-1.6	-1.5	1.2	1	2
> CN(c1ccc(C(=O)Nc2ccccc2Sc2ccccc2)cc1)S(C)(=O)=O
 : 32	-3	3.3	-9	-1.6	-2.0	4.7	-14	-4
> CC(=O)NC(=S)Nc1sc2c(c1C#N)CCCCC2
 : 11	8	.	0	-2.2	-0.5	.	-3	-21
> OCCNc1nc(Nc2ccc(Br)cc2)nc2ccccc12
 : -26	-9	6.9	-58	1.3	-1.6	5.8	25	2
> CCOC(=O)C1(Cc2ccccc2C)CCCN(S(=O)(=O)CC)C1 (stereo unspecified)
 : 14	-8	-2.0	-1	-3.3	-1.5	-1.1	-27	-7
> O=C(CN1C(=O)/C(=C/c2ccccc2F)Sc2ccccc21)NCC1CCCO1 (stereo unspecified)
 : 12	2	-2.0	-6	-0.7	-2.4	-0.5	-32	-9
> CC(=O)Nc1ccc(-n2nnnc2SCC(=O)Nc2cccc(NC(=O)c3ccco3)c2)cc1
 : -69	4	0.2	-12	1.0	-0.7	1.3	-11	2
> O=C(NN1CC(C(=O)OCc2ccccc2F)CC1=O)c1ccccc1 (stereo unspecified)
 : 10	-3	-0.3	4	-2.2	-2.9	0.0	-14	-15
> CCC1Sc2ccc(S(=O)(=O)Nc3ccc(OC)cc3)cc2NC1=O (stereo unspecified)
 : 26	-7	13	3	2.0	-1.8	20*	-15	18
> COc1ccc(S(=O)(=O)N2CCCC(C(=O)NCc3ccco3)C2)cc1OC (stereo unspecified)
 : 11	-10	1.6	-16	-1.9	0.2	2.4	-15	2
> COc1cc(-c2c(NC(=O)c3ccco3)oc3ccccc3c2=O)cc(OC)c1OC
 : 30	4	0.8	4	-3.5	-5.7	3.5	-24	-8
> COc1ccc(S(=O)(=O)N2CCC(C(=O)N[C@H](C(=O)N3CCCCCC3)C(C)C)CC2)cc1
 : -10	8	-0.1	-6	-2.4	-3.9	0.5	-51	-2
> Cc1cccc(C(=O)NC2CCN(C(=O)NCc3ccccc3)CC2)c1
 : 11	-8	2.0	-2	0.0	-1.8	-0.2	-12	4
> COC(=O)C1=NN(c2ccc(C)cc2)C2C(=O)N(c3ccccc3OC)C(=O)C12 (stereo unspecified)
 : 24	-4	0.9	-3	-1.5	-0.6	-0.2	-25	12
> O=C(/C=C/c1ccc(Cl)c(Cl)c1)NCc1ccco1
 : 3	-9	-1.3	4	-0.2	-4.4	0.8	-7	-6
> COC(=O)/C(C#N)=C/N(C)C
 : 43	-3	0.6	4	-3.1	-2.5	-2.0	-2	-14
> O=C(COC(=O)c1c(Cl)ccc(Cl)c1Cl)NC1CCS(=O)(=O)C1 (stereo unspecified)
 : -18	4	-0.4	12	-0.2	-2.9	-0.5	-11	-11
> O=[N+]([O-])c1ccccc1/C=C/CN1CCSCC1
 : .	5	-0.4	-1	-2.5	-2.9	1.4	0	-7
> C=C(C)COc1ccc(-c2nc(N)ncc2-c2ccc(OC)cc2)c(O)c1
 : 14	5	.	-21	-4.8	1.2	.	-9	-19
> COc1ccc(C2NC(c3ccc(OC)cc3)C(C)C(=O)C2C)cc1 (stereo unspecified)
 : .	-8	-1.4	-3	-1.5	-2.3	-1.4	-13	0
> O=C(Nc1ccccc1)N1CCN(c2ccccn2)CC1
 : 16	-3	0.5	14	-4.9	-0.6	1.6	-12	-11
> O=C(NNC(=O)c1ccc2ccccc2c1O)c1cccs1
 : .	-9	2.4	5	-3.3	-3.6	2.8	4	0
> Cc1ccc(CNS(=O)(=O)c2ccc3c(c2)CCN3C(=O)CCCC(=O)O)cc1
 : -19	-4	0.8	13	-2.7	-3.2	0.6	-28	-9
> O=C(NC1CCCC1)c1sc(=S)n2c1[nH]c(=O)c1ccccc12
 : 50	-4	10	15	3.6	1.5	7.8	-4	12
> C=CCNc1sc(C(=O)C2CC2)c(N)c1C#N
 : 44	0	1.1	1	4.6	0.6	0.5	4	-9
> CCOC(=O)c1cnc2c(C(=O)OC)cccc2c1NCc1ccco1
 : 7	-4	-2.3	18	3.6	2.0	-1.1	5	-5
> Cc1ccc(Nc2ncnc3ccccc23)cc1
 : 44	-5	-1.6	-7	-3.6	-2.5	0.2	3	-4
> C=CCNc1nc(C(=O)OCC(=O)c2ccccc2)cs1
 : 25	1	-0.1	9	0.3	2.8	1.1	-17	-9
> CC1(C)CC(=O)c2cc(OCC(=O)NCCCN3CCN(c4ccc(F)cc4)CC3)ccc2O1
 : 8	-7	7.5	-28	-0.9	0.2	6.9	8	-15
> NNC(=O)Cn1cnc2ccccc21
 : 7	-4	0.4	-1	-3.0	-2.6	0.5	-6	-4
> CCn1ncc(C(=O)Nc2cc(C)on2)c1C
 : 0	-3	1.2	1	1.2	-1.3	-0.8	2	-5
> Cc1cc(C)n(-c2nc3c(c(=O)[nH]c(=O)n3C)n2CC(C)C)n1
 : 28	3	0.2	5	-0.8	-2.6	0.1	-16	-12
> CCN(CCn1cccn1)C(=O)C1CCC(=O)N(CCN2CCOCC2)C1 (stereo unspecified)
 : 33	-2	-0.2	14	0.0	0.0	1.3	-10	15
> CCCc1c(C(=O)NNc2cccc(Cl)c2)cnn1-c1ccccc1
 : 3	0	2.8	-1	-0.4	-0.7	3.2	-23	-28
> Nc1ccc(Nc2nc3ccccc3[nH]2)cc1
 : 9	-9	-0.3	-37	-2.1	-0.3	0.4	3	-10
> CCCC1=C(C(=O)OCC)C(c2cc(Cl)cc(OC)c2OCC(=O)OCC)NC(=O)N1 (stereo unspecified)
 : -8	2	-2.1	-8	-4.9	-3.3	1.6	-25	-13
> Cc1nn(-c2ccc(N3CCOCC3)nn2)c(C)c1CCC(=O)N1CCN(C)CC1
 : 16	-8	0.3	2	-6.8	-4.1	-0.3	0	3

In the list so far, these contain an aryl thioether with sulfur outside any ring.
Values run as follows: PHOSPHO1 block	GalR3 antagonist	OXTR ag	HCV NS3 hel inh	VIM-2 inh	IMP-1 inhibitor	V1aR counter	DNA FID counter	GPR7 antagonist
> CN(c1ccc(C(=O)Nc2ccccc2Sc2ccccc2)cc1)S(C)(=O)=O
 : 32	-3	3.3	-9	-1.6	-2.0	4.7	-14	-4
> CC(=O)Nc1ccc(-n2nnnc2SCC(=O)Nc2cccc(NC(=O)c3ccco3)c2)cc1
 : -69	4	0.2	-12	1.0	-0.7	1.3	-11	2

Following part.
Values run as follows: PHOSPHO1 block	GalR3 antagonist	OXTR ag	HCV NS3 hel inh	VIM-2 inh	IMP-1 inhibitor	V1aR counter	DNA FID counter	GPR7 antagonist
> Cc1ccccc1OCCOC(=O)c1nc2nccc(C)n2n1
 : -4	-1	-1.3	-6	-2.2	-3.6	-0.3	4	1
> Cc1ccccc1/C=c1\s/c(=C\C(=O)C(C)(C)C)[nH]c1=O
 : 2	-4	-2.5	1	-1.9	-5.0	-0.8	-11	6
> COc1ccccc1/C=C1/C(=O)ON=C1C
 : .	-10	-0.4	6	3.2	-2.0	0.0	-1	-9
> Cc1ccc(Nc2nc(N)nc(CN3CCCCCC3)n2)c(C)c1
 : -21	-1	-1.0	-12	-4.3	-2.5	0.2	-2	20*
> O=C(O)c1cccc(-n2c(/C=C/c3ccc([N+](=O)[O-])cc3)nc3ccccc3c2=O)c1
 : 8	-11	-0.1	20	-2.6	-4.5	0.2	-25	-13
> O=c1/c(=C\c2ccc(O)cc2)sc2n1C(c1ccccc1)C(c1ccccc1)=NN=2 (stereo unspecified)
 : 0	0	2.4	10	-5.9	-1.1	4.4	1	5
> COc1ccc(Nc2cc(=O)oc3ccccc23)cc1
 : 24	-6	0.2	0	-1.5	-6.3	-0.4	1	11
> CC(NCC(O)c1ccc([N+](=O)[O-])cc1)C12CC3CC(CC(C3)C1)C2 (stereo unspecified)
 : 27	-6	2.6	-25	1.5	0.2	1.1	38*	14
> CCOC(=O)c1ccc(-n2c(N)c(C(=O)NCc3ccco3)sc2=S)cc1
 : -26	.	0.5	3	-2.5	-0.6	-0.1	-3	1
> Clc1ccc(-c2ccc(CNCc3ccccn3)o2)cc1
 : .	-7	0.6	-30	24*	-2.5	2.1	8	-8
> CCN(CC)c1ccc(/C=C2/SC(=O)N(C(C)C)C2=O)o1
 : -17	-9	.	28	-4.0	-2.9	.	-33	1
> COc1ccc(-n2c(C)cc(/C=N/Nc3nc(N4CCOCC4)nc(N4CCOCC4)n3)c2C)cc1
 : -7	2	-0.8	5	-1.0	-2.8	-0.5	-31	-11
> COc1ccc(NC(=O)NC(C)(C(F)(F)F)C(F)(F)F)cc1
 : -94	-1	-0.2	-1	-2.9	-2.0	0.3	0	-5
> c1ccc(CN2CCN(C3=Nc4cccc5cccc3c45)CC2)cc1
 : 17	-7	.	-3	-0.7	-1.8	.	7	0
> COC(=O)C1C(=O)C=C(Nc2ccc(F)cc2F)CC1c1ccc(OC)cc1 (stereo unspecified)
 : -4	1	-0.1	4	-3.1	-2.8	0.5	-30	3
